# NPY-Y2 antag – NPY-Y2 receptor antagonists, primary screen, cell-based | 0.99% of 140,000 active | AID 793, 2007 | inhibition, % at 2.7 µM | Neuropeptide Y receptor type 2 (Homo sapiens), P49146 | NPY-Y2 expressing cells, antagonist mode; in the data active means inhibition above about 17%;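 further: 0% = vehicle with agonist challenge and 100% = reference antagonist with challenge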
# Target sequence (P49146 whole entry, looked up): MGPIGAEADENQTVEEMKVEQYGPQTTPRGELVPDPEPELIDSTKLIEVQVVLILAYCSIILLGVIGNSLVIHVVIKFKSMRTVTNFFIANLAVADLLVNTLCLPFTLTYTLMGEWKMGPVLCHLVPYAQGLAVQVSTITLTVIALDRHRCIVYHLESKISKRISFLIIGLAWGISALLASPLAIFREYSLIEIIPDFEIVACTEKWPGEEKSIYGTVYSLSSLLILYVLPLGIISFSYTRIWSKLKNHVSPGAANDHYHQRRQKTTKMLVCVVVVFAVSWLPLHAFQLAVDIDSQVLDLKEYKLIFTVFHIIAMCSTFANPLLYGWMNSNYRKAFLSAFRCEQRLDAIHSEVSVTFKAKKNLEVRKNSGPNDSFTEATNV
# bCat KO growth – primary screen for growth suppressors in beta-catenin knockout HCT116 cells (colon tumor, human) | HCT116 beta-catenin knockout viability, CellTiter-Glo, 60 h; active compounds read low | viability, % at 10 µM | 1.5% of 140,000 active;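 active means viability at or under a set limit, the compound median less 4 SD, cut at about 6% in these data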;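 further: 0% = Hyamine 1622 control at 20 µM and 100% = untreated cell control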
# Phagocyt inh – inhibitors of macrophage phagocytosis, primary screen, imaging, J774A.1 cells, IgG beads; J774A.1 macrophage IgG-bead phagocytosis; inhibition, % at 5 µM; 0.07% of 110,000 active;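 active means inhibition above the mean of the plate negative controls plus 5 SD, cut at about 13% in these data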;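 further: phagocytic index as fraction of beads internalized from green versus red external bead signal; plate controls were DMSO negative control for no effect and cytochalasin-D positive control for full effect; some results beyond the cut were filed as inactive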
# BB579 growth dn – growth inhibitors of yeast BB579 in restrictive medium, primary screen, yeast lifespan-shortening project, S. cerevisiae; OD615, 48 h; inhibition, % at 10 µM; 0.51% of 140,000 active; AID 804, 2007;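 active means inhibition above a set limit, 3 SD over the mean compound inhibition, cut at about 44% in these data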; further: inactives centre near -24
#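 Assay system – yeast BB579 (DeaD) · Dosing – single compound dose of 10 µM, 0.25% DMSO final · Detection – OD615 turbidity measurement · Buffer or medium – CSMM-D restrictive synthetic medium containing dextrose (glucose) · Benchmarks – positive control amphotericin B 10 µg/mL · Incubation – 48 h exposure, 30 °C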
# Measles CPE – compounds protecting cells from measles virus cytopathic effect, primary screen, measles RdRp inhibitor project, single point, MLSMR library, absorbance; Measles virus-infected cells, CPE protection; protection (pct of control), % at 4 µM; 1.5% of 140,000 active; in the data active means protection mostly above about 24%, no sharp cut-off; inactive means mostly below about 26%; further: some compounds called inactive have numbers as strong as hits
# GALR2 blocker – GALR2 antagonists in receptor-expressing cells, primary screen. Galanin receptor type 2 (Homo sapiens), O43603. antagonist mode. inhibition, % at 4 µM. 0.39% of 140,000 active; in the data active means inhibition above about 27%;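 further: cells stimulated with galanin 1-16 at roughly its EC80; 0% = agonist challenge control and 100% = basal control without agonist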
# Target sequence (O43603 whole entry, looked up): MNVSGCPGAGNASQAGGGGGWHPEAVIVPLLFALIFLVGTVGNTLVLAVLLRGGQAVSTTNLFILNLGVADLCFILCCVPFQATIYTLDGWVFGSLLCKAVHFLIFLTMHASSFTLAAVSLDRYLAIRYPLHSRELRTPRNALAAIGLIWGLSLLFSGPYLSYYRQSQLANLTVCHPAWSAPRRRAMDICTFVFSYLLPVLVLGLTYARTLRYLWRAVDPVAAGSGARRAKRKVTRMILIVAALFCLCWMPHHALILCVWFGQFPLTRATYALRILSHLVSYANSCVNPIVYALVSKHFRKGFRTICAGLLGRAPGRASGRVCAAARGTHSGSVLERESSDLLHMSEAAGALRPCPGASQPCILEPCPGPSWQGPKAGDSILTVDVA
# E-sel TNF inh – E-selectin induction blockers in HUVEC – imaging, immunofluorescence, high content, primary screen; 0.71% of 120,000 active; HUVEC TNFa-induced E-selectin immunofluorescence; inhibition, % at 2 µM;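 active means inhibition above the batch mean plus 3 SD, and confirmed as a hit on visual image review, cut at about 43% in these data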;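 further: 0% = TNF-stimulated DMSO wells and 100% = unstimulated control wells; not every result past the cut was called active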
# MRP1 act – H69AR viability gain despite doxorubicin, primary screen, MRP-1 activator project, H69AR cells, CellTiter-Glo. viability rescue. viability increase, % at 10 µM. 0.61% of 140,000 active. AID 799, 2007;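 active means viability gain under doxorubicin at or above a set limit, the compound median plus 3 SD, cut at about 4.7% in these data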;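 further: MRP-1 overexpressing cells given doxorubicin 25 µM after compound pretreatment; 18-22 h compound pretreatment then 72 h with doxorubicin before readout; 0% = doxorubicin-only wells and 100% = vehicle-treated cells without doxorubicin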
# HCT116 PTEN-null – growth suppression of PTEN-null HCT116, primary screen, cell-based, CellTiter-Glo; HCT116 PTEN-null viability, 60 h; active compounds read low; 1.2% of 140,000 active; AID 827, 2007; viability, % at 10 µM;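 active means viability at or below a set limit, 4 SD under the median of all tested compounds, cut at about 3.7% in these data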;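 further: PTEN knockout HCT116 line with beta catenin targeted HCT116 as companion control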
# Yeast life ext – compounds extending yeast replicative lifespan, primary screen, S. cerevisiae, OD615. S. cerevisiae growth with nicotinamide; deaD strain in restrictive glucose medium. inhibition of the nicotinamide effect, % at 10 µM. 0.68% of 130,000 active. AID 775, 2007;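 active means inhibition above a set limit, placed 3 SD over the median of all compounds, cut at about 26% in these data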;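 further: 0% = nicotinamide-treated wells and 100% = cells grown without nicotinamide; some compounds called inactive have numbers as strong as hits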
#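 Test system: DeaD-strain S. cerevisiae / Buffer or medium: restrictive glucose medium / Also added: nicotinamide 1.5 mM / Doses: one concentration, 10 µM, DMSO 0.25% / Schedule: 48 h at 30 °C / Signal: OD615 measurement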
# Active calls of the source: *; x = no result given.
item	SMILES	BB579 growth dn	NPY-Y2 antag	Phagocyt inh	HCT116 PTEN-null	MRP1 act
1	Cc1ccc(C(=O)N/C(=C/c2ccco2)C(=O)O)cc1	-20	3	-11	95	-1.6
2	COc1ccc(NC(=O)NC23CC4(C)CC(C)(CC(C)(C4)C2)C3)cc1	10	0	-8	28	-2.4
3	O=C(Cn1cnc2c(cnn2-c2ccccc2Cl)c1=O)N1CCc2ccccc21	-32	0	0	99	0.3
4	O=C(CCc1ccccc1)NC(NC(=S)Nc1ccc(Cl)cc1)C(Cl)(Cl)Cl (centres undefined)	-31	-5	0	82	-3.9
5	O=C(OCc1ccccc1F)c1ccc2c(c1)OCCO2	-21	-4	x	89	1.6
6	CCC(CC)c1nnc(NC(=O)[C@@H](NC(=O)c2cccc(C)c2)C(C)C)s1	-4	3	-7	67	2.1
7	COC(=O)C1CCN(C(=O)c2ccccc2NC(C)=O)CC1	-35	1	0	101	-1.0
8	Cc1ccc(C(c2nnnn2CC2CCCO2)N2CCN(c3cccc(C)c3C)CC2)cc1 (centres undefined)	-37	8	0	66	-2.1
9	O=C(NC(=S)Nc1ccccc1N1CCCC1)c1ccc([N+](=O)[O-])cc1	1	-1	-1	72	-2.9
10	CN(C)CCC(O)(c1ccccc1)c1ccccc1	-3	0	0	94	-2.9

item	E-sel TNF inh	bCat KO growth	Measles CPE	Yeast life ext	GALR2 blocker
1	x	84	19	-2	-18
2	20	37	5	-1	8
3	9	106	6	-8	5
4	x	80	29	-6	-11
5	32	87	8	-3	-29
6	x	80	x	1	2
7	31	93	19	-9	2
8	x	65	7	-2	-7
9	x	76	23	-7	12
10	-8	78	16	-16	-8

# Single records, from the list above. Order of screens: BB579 growth dn, NPY-Y2 antag, Phagocyt inh, HCT116 PTEN-null, MRP1 act, E-sel TNF inh, bCat KO growth, Measles CPE, Yeast life ext, GALR2 blocker
# O=C(OCc1ccccc1F)c1ccc2c(c1)OCCO2 in the list: -21, -4, x, 89, 1.6, 32, 87, 8, -3, -29
# CCC(CC)c1nnc(NC(=O)[C@@H](NC(=O)c2cccc(C)c2)C(C)C)s1 in the list: -4, 3, -7, 67, 2.1, x, 80, x, 1, 2
# CN(C)CCC(O)(c1ccccc1)c1ccccc1 in the list: -3, 0, 0, 94, -2.9, -8, 78, 16, -16, -8
# Cc1ccc(C(c2nnnn2CC2CCCO2)N2CCN(c3cccc(C)c3C)CC2)cc1 (centres undefined) in the list: -37, 8, 0, 66, -2.1, x, 65, 7, -2, -7
# O=C(CCc1ccccc1)NC(NC(=S)Nc1ccc(Cl)cc1)C(Cl)(Cl)Cl (centres undefined) in the list: -31, -5, 0, 82, -3.9, x, 80, 29, -6, -11

# Next part.
item	SMILES	BB579 growth dn	NPY-Y2 antag	Phagocyt inh	HCT116 PTEN-null	MRP1 act
11	Cc1cccc(-n2c(N)cc(=O)[nH]c2=S)c1	0	-3	-1	104	-1.1
12	Cn1cnc2c1c(=O)n(Cc1cccc(Br)c1)c(=O)n2C	-15	1	-2	96	0.8
13	O=C(Nc1cccc(F)c1)N1CC=C(c2ccc(Cl)cc2)CC1	-50	4	2	73	0.7
14	O=C(c1c[nH]c2ccc(F)cc2c1=O)N1CCCCCC1	-34	-1	x	90	0.8
15	CCc1nnc(NC(=O)CCc2ccc(C)o2)s1	-38	1	0	111	-1.0
16	CCN1CCN(c2cc(=O)n(C3CCCCC3)c(=O)[nH]2)CC1	-10	0	-2	108	0.0
17	COc1ccc(-n2c(C(C)(C)C)csc2=Nc2c(C)n(C)n(-c3ccccc3)c2=O)cc1	-25	0	-2	90	-1.7
18	CCC(=O)N(Cc1cc2c(C)cc(C)cc2[nH]c1=O)C1CCCCC1	-39	2	1	72	-3.5
19	Cn1c(C(=O)N2CCN(Cc3ccccc3)CC2)cc2c(=O)n(C)c3ccccc3c21	-27	-1	0	91	-3.3
20	Cc1nn(C)c(Oc2ccc(Cl)cc2)c1C=O	-48	5	4	97	-3.9

item	E-sel TNF inh	bCat KO growth	Measles CPE	Yeast life ext	GALR2 blocker
11	22	107	23	-25	16
12	14	120	6	-3	4
13	8	66	8	-12	-10
14	-12	97	9	x	-1
15	18	100	1	-8	-2
16	x	98	19	-9	7
17	x	91	13	6	12
18	x	79	2	-7	-8
19	-15	77	3	-1	-2
20	-27	101	5	10	-12

# More structures
item	SMILES	BB579 growth dn	NPY-Y2 antag	Phagocyt inh	HCT116 PTEN-null	MRP1 act
21	Cc1cc(NCc2ccccc2Cl)n2nnnc2n1	-89	15	2	91	-0.2
22	O=C(NN1C(=O)C2C3C=CC(C3)[C@H]2C1=O)c1cccnc1 (some centres undefined)	8	-1	-7	99	-1.2
23	CCc1c(O)nc(SCC(=O)NC(C)(C)C)n(-c2ccccc2)c1=O	-9	-1	x	100	-2.0
24	CC(C)N(C(=O)CSc1nn2c(=O)c(C(C)(C)C)nnc2s1)c1ccccc1	-27	-2	-1	68	-7.3
25	Nc1nc(-c2ccc(Br)s2)c(Br)s1	-27	-2	4	108	-1.4
26	CCOc1c2ccc(C(=O)NCc3cc(C(F)(F)F)cc(C(F)(F)F)c3)cc2nn1C	-37	8	x	86	-0.9
27	Cc1csc(C2=C(O)CN(CCc3ccccc3)C2=N)n1	-61	0	-1	97	-3.6
28	Cc1ccc(C(=O)Oc2ccc3c(c2)ncn3C)cc1	-37	0	x	63	2.1
29	CC(=O)Cc1nsc(NC(=O)c2cccs2)n1	-12	1	0	87	0.2
30	O=C(O)c1c(F)c(F)cc2ccccc12	-4	1	x	90	-1.8

item	E-sel TNF inh	bCat KO growth	Measles CPE	Yeast life ext	GALR2 blocker
21	3	85	2	47	5
22	x	96	13	3	6
23	x	108	21	-12	3
24	-8	73	7	-21	5
25	1	101	10	-16	-4
26	-57	95	11	-23	-5
27	x	94	10	-15	10
28	1	82	4	-26	-12
29	22	86	17	2	-1
30	12	101	7	-3	9

# Following part.
item	SMILES	BB579 growth dn	NPY-Y2 antag	Phagocyt inh	HCT116 PTEN-null	MRP1 act
31	Cc1cc2oc(C(=O)NCc3ccncc3)c(C)c2cc1C	7	2	3	99	0.4
32	CCn1c(COc2ccc3c(c2)CCCC3)nnc1SCC(=O)Nc1nccs1	-30	0	-1	94	-0.7
33	CCCCCCc1cc2cc(-c3nnc(-c4ccccc4OC)o3)c(=O)oc2cc1O	-36	2	-1	4	-2.8
34	Oc1[nH]c2ccccc2c1OCc1ccncc1	-44	0	-1	104	-0.6
35	Cc1ccc(S(=O)(=O)Nc2c(C)ccc3nsnc23)cc1	-18	6	x	92	-2.5
36	O=C(NC1CCCC1)C(c1ccncc1)N(Cc1ccccc1)C(=O)Cc1cccs1 (centres undefined)	-42	8	0	82	-4.1
37	CCn1c(CCCNC(=O)c2cccs2)nc2ccccc21	38	-2	-2	93	-2.1
38	Cc1cccc(Nc2nnc(SCC(=O)Nc3ncc(C(F)(F)F)cc3Cl)s2)c1C	-31	3	-9	92	-0.5
39	O=C1CCn2nc(-c3ccc(Cl)cc3)cc2N1	6	0	0	84	-0.7
40	Cc1cc(=O)[nH]c(=S)[nH]1	-49	2	x	95	0.6

item	E-sel TNF inh	bCat KO growth	Measles CPE	Yeast life ext	GALR2 blocker
31	0	86	4	-11	19
32	-2	95	5	-9	7
33	1	12	9	-9	-11
34	13	99	13	-3	3
35	3	89	7	x	-9
36	1	86	7	-22	-9
37	14	100	11	-7	13
38	-3	92	8	-1	2
39	0	85	5	-12	25
40	x	102	18	11	8

# (cont.)
item	SMILES	BB579 growth dn	NPY-Y2 antag	Phagocyt inh	HCT116 PTEN-null	MRP1 act
41	CC1CCN(c2nc3c(c(=O)[nH]c(=O)n3C)n2Cc2ccccc2Cl)CC1	3	0	x	79	-3.3
42	Cc1ccc(S(=O)(=O)NCC(=O)OCc2csc(-c3ccccc3)n2)cc1	-20	1	-11	98	-1.2
43	Clc1ccc(Nc2nc(NCCN3CCOCC3)nc(N3CCOCC3)n2)cc1	-62	0	2	43	-2.0
44	CCOc1ccccc1NC(=O)Nc1cccc(C(C)=O)c1	-53	3	-1	97	-0.4
45	COCCNC(=S)N/N=C(\C)c1ccccc1OC	-9	2	-2	87	-3.7
46	Cn1c(=O)[nH]c(=O)c2c1nc(N1CCOCC1)n2CC(O)COc1ccc2ccccc2c1 (centres undefined)	-46	4	0	81	-3.2
47	c1nnnn1C12CC3CC(CC(C3)C1)C2	-34	3	2	104	-0.3
48	CC(C)(C)c1ccc(OCCNC(=O)c2ncn[nH]2)cc1	-13	5	2	83	-0.4
49	O=c1c2nnn(Cc3ccccc3)c2ncn1C/C=C/c1ccccc1	-1	9	1	80	2.7
50	COc1ccc(S(=O)(=O)N2CCN(C(=O)c3cccs3)CC2)cc1OC	13	x	0	92	-1.9

item	E-sel TNF inh	bCat KO growth	Measles CPE	Yeast life ext	GALR2 blocker
41	x	67	5	-6	-4
42	x	107	19	1	10
43	-46	42	1	-9	10
44	17	100	2	-13	15
45	7	92	30	0	8
46	-11	89	8	-3	0
47	9	93	5	6	5
48	-14	91	2	-11	31*
49	-6	85	23	-8	11
50	x	89	2	x	x

# Continued:
item	SMILES	BB579 growth dn	NPY-Y2 antag	Phagocyt inh	HCT116 PTEN-null	MRP1 act
51	CC(NC(=O)c1cccs1)c1nnc(SCc2ccc(Cl)cc2Cl)n1C (centres undefined)	1	1	x	94	1.5
52	C/C(=N\NC(=O)C1CC1)c1cccs1	-51	2	-4	89	1.0
53	COc1ccc(CCN(Cc2cccs2)S(=O)(=O)c2ccc(-n3cnnn3)c(OC)c2)cc1OC	-31	0	-1	86	-1.5
54	COc1ccc2c(-c3ccccc3)cc(N3CCOCC3)nc2c1	-32	2	2	90	-1.5
55	O=C(N/N=C/c1cc2ccccc2nc1Cl)[C@H]1C[C@@H]1c1ccccc1	-12	3	-5	66	2.1
56	Cc1cc(C(=O)O)sc1C	-42	2	x	95	-1.3
57	CCOC(=O)N1CCN(S(=O)(=O)c2ccc(OC)c(OC)c2)CC1	-6	3	x	108	-2.4
58	COc1ccc(NC(=O)CN2CCN(CC(=O)Nc3ccccc3F)CC2)cc1OC	-8	1	-4	104	-1.5
59	Cc1snc2sc(C(=O)c3ccc(Br)cc3)c(N)c12	-24	-4	-1	53	-1.2
60	O=C(NCc1ccc(-c2nc3ccccc3s2)cc1)c1ccc(Br)o1	-17	3	-7	93	4.1

item	E-sel TNF inh	bCat KO growth	Measles CPE	Yeast life ext	GALR2 blocker
51	x	93	6	-3	-12
52	-3	95	5	27*	-17
53	-23	86	5	-9	-5
54	-17	97	15	-19	-8
55	x	72	0	3	-1
56	-22	100	8	-7	6
57	7	93	8	x	-3
58	x	92	10	-2	-10
59	8	74	5	-7	1
60	-2	90	2	-2	11

# Screening results from PubChem BioAssay.

# Compounds as they come; any-hit rate near 6.1%.
